mcGAS inh: inhibitors of mouse cGAS; Q8C6L5; recombinant cGAS, Kinase-Glo ATP depletion luminescence; inhibition, % at 12.5 µM; 0.15% of 160,000 active; AID 1259399;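 further: 0% = negative control wells and 100% = reference inhibitor with no enzyme activity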
hcGAS lum: human cGAS inhibition | recombinant h-cGAS, ATP depletion, Kinase-Glo luminescence | inhibition, % at 12.5 µM | 0.081% of 290,000 active | AID 1259398;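 further: 0% = vehicle reaction and 100% = reaction without DNA for no activity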
Target sequence (Q8N884 whole entry, looked up): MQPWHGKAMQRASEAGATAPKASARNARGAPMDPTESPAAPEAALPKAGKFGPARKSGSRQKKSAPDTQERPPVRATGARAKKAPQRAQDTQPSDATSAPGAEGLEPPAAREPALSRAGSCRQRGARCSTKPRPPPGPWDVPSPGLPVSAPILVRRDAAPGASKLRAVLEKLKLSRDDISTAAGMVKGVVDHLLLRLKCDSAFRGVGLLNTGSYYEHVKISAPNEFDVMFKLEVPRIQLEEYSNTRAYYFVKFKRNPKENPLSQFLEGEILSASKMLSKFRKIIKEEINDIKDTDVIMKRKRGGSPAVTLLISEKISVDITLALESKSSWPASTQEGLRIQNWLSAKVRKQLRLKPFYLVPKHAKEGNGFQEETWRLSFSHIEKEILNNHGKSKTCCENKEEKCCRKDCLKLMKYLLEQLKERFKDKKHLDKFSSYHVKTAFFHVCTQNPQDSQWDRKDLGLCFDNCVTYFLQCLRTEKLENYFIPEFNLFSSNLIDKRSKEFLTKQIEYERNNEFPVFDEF
NPYLR7 ag: activates Aedes aegypti NPYLR7 receptor. HEK293T NPYLR7/Galpha15, GCaMP6s calcium fluorescence. activation, % at 10 µM. 0.15% of 270,000 active; in the data active means activation above about 40%;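 further: 0% = vehicle and 100% = reference agonist at the receptor; some compounds past the cut are filed as inactive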
* marks the source's active call; other numbers are inactive results; · = no result given. Unless noted, no stated cut-off is given here; in the data, active means inhibition above about 40%; inactive means the rest. Hits appear at their usual frequency. About 0.29% of those tested had a hit in this group.

Values in the order: mcGAS inh	hcGAS lum	NPYLR7 ag
1	FC(F)(F)c1cc(-c2ccccc2)nc(N2CCCC2)n1
 : ·	-0.6	-1.6
2	Cc1ccc(-c2nc3ccc(C)cn3c2NCc2ccccc2)cc1
 : -6.0	-6.8	5.1
3	NC(=O)c1ccc(C(F)(F)F)n(CC(O)CN2CCOCC2)c1=O (stereo not given)
 : ·	-7.6	1.7
4	COc1cccc(-c2cccc(NC(=O)C3CCN(CC4CC4)CC3)c2)c1
 : ·	-7.0	6.9
5	CCOc1ccc2cc(C(=O)C(C#N)=C(O)c3ccsc3)[nH]c2c1
 : ·	-9.0	-1.3
6	O=C1NC(CC(=O)N2CCCCC2)C(=O)Nc2ccccc21 (stereo not given)
 : ·	-1.2	-2.6
7	Cc1ccc(C(=O)Cn2cnc(-c3ccc(F)cc3)cc2=O)c(C)c1
 : -5.7	0.2	-14.0
8	COc1cc(/C=C2\C(=O)N(c3cccc(Cl)c3)N=C2C)ccc1OC(C)=O
 : 11.9	0.8	-11.0
9	Cn1c(SCC(=O)NCc2ccccc2)nc2c(-c3ccccc3)c[nH]c2c1=O
 : -4.9	-3.9	-2.7
10	CCCCc1ccc(C(=O)Oc2ccc(-c3nc4ccccn4c3NC(C)(C)CC(C)(C)C)cc2OC)cc1
 : -6.6	-7.9	11.7
11	COc1ccccc1-c1nccn1C(C)c1cnn(-c2ccccc2)c1 (stereo not given)
 : -18.3	-4.0	7.0
12	CCOc1ncccc1C(=O)Nc1c(C)nc2ccc(C)cn2c1=O
 : ·	-12.3	21.0
13	COc1ccc(/C=C/C(=O)N2CCCC(CCC(=O)NC3CC3)C2)cc1 (stereo not given)
 : ·	2.3	-1.3
14	Cc1ccccc1-c1nc(OCC(C)C)nn1-c1ccc(NC(=O)c2cccc([N+](=O)[O-])c2)cc1
 : -8.2	-18.8	-1.3
15	Cc1cn2c3c(=O)n(CCCO)c(=O)n(C)c3nc2n1-c1ccc(F)cc1
 : ·	-6.6	5.3
16	COc1cccc(NC(=O)c2[nH]c3c(c2C)C(=O)CCC3)c1
 : ·	-2.2	3.0
17	O=C(Cn1nnnc1CN1CCOCC1)N1CCCCC1CCn1cccn1 (stereo not given)
 : -4.8	-8.0	-4.1
18	CCC(O)(CC)C(=O)NN(C(=O)CN1CCN(C)CC1)c1ccc(C)cc1
 : -5.8	-3.3	7.9
19	CCNC(=O)NC(=O)CSc1nnc(C)n1-c1ccc(C)cc1
 : ·	-1.5	-6.5
20	CNC(=O)Cn1c(CO)cnc1SCCc1ccccc1
 : -8.5	-4.4	4.4
21	CN(Cc1ccccc1)C(=O)C1(C)CCN1C(=O)Cc1ccsc1 (stereo not given)
 : -5.3	-8.1	6.0
22	Cc1cn2c3c(=O)n(CC(C)C)c(=O)n(C)c3nc2n1-c1ccccc1F
 : ·	-2.0	-2.7
23	COC(=O)CC1C(=O)NCCN1C(=O)c1ccc([N+](=O)[O-])cc1 (stereo not given)
 : -6.8	-5.8	2.6
24	Cn1cccc1C1CC(c2ccccc2Cl)=NN1C(=O)CN1CCOCC1 (stereo not given)
 : -3.3	-3.9	11.4
25	Fc1ccc(Cc2nsc(N3CCCNCC3)n2)cc1
 : ·	-5.8	9.7
26	COc1ccc(N2CCN(c3nc4sccn4c3[N+](=O)[O-])CC2)cc1
 : ·	-1.2	6.0
27	Fc1cc(Cl)ccc1NC1=NCCCCC1
 : ·	-11.5	4.0
28	COCCOCC(=O)N1CCCN(Cc2cc(=O)c(OCc3ccc(C(C)(C)C)cc3)co2)CC1
 : -4.1	0.2	-4.9
29	O=C(N[C@@H]1CCCCC1NC(=O)C1CCCN(C(=O)c2ccco2)C1)c1ccc(F)cc1 (stereo not given in full)
 : -4.2	-1.6	·
30	O=C(CN1C(=O)c2ccc([N+](=O)[O-])cc2C1=O)Nc1ccccc1O
 : 0.4	-0.9	1.6

Remaining list, next part:
Values in the order: mcGAS inh	hcGAS lum	NPYLR7 ag
31	CN(Cc1ccco1)C(=O)C(C1CCCC1)N1CCN(C(=O)c2ccc(Cl)cc2Cl)CC1 (stereo not given)
 : 2.9	6.0	-3.0
32	O=C(c1ccco1)N1N=C(c2ccc3c(c2)OCO3)CC1c1ccc2nccnc2c1 (stereo not given)
 : -2.6	1.6	1.4
33	CCNC(=O)C1(C)CCN(Cc2ccc3c(c2)OCO3)C1 (stereo not given)
 : ·	-15.0	1.8
34	C=CCN(Cc1csc(COc2c(OC)cccc2OC)n1)C(=O)Cc1ccccc1
 : -4.2	-3.9	·
35	N#Cc1ccc(CSc2nnc(NC(=O)CCC3CCCC3)s2)cc1
 : -6.2	-2.8	1.8
36	CCOC(=O)CN(C(=O)COc1ccccc1)[C@H]1[C@H](O)[C@@H]2O[C@H]1c1ccccc12
 : -6.4	-3.4	5.0
37	COCCNC(=O)C1(C)Cc2c(-c3cccc(NC(C)=O)c3)ccnc2O1 (stereo not given)
 : -2.9	-3.0	-0.2
38	CN1CCC(Sc2ccc3ccccc3c2)C1=O (stereo not given)
 : ·	-6.2	3.8
39	Cc1oc(-c2ccccc2)nc1CSc1nc(-c2ccncc2)cc(=O)[nH]1
 : -8.1	-7.3	-4.3
40	COc1ccc(S(=O)(=O)c2cnc(SCC(=O)Nc3cccc(C)c3)[nH]c2=O)cc1Cl
 : 8.0	4.9	-9.9
41	CCCNC(=O)CN(CCC)C(=O)Cn1cnc2c(oc3ccccc32)c1=O
 : ·	-6.7	0.5
42	COCCNC(=O)Cn1cnc2c(nnn2-c2ccc(Cl)cc2)c1=O
 : -3.1	-0.3	-3.1
43	COc1c(CC(=O)c2cc3c(cc2O)OC(C)(C)C(O)C3)ccc2c1C=CC(C)(C)O2 (stereo not given)
 : -3.0	-2.8	·
44	COc1ccccc1CN(CCN1CCOCC1)Cc1ccc(C(O)(c2cccc(F)c2)c2cccc(F)c2)o1
 : 0.4	-1.3	-9.9
45	COc1ccc(C2=NOC(CN(Cc3ccccc3Cl)CC(O)COCc3ccco3)C2)cc1 (stereo not given)
 : -4.8	-4.0	-1.6
46	O=C(CNC(c1cccs1)C1CCCCC1)Nc1cnccn1 (stereo not given)
 : -10.7	-2.6	11.9
47	CC(C)(C)CN1CCNC(=O)C1CC(=O)N1CCC(C(=O)N2CCOCC2)CC1 (stereo not given)
 : -4.4	-0.3	1.3
48	CC(C)Oc1cccc(C(O)CNC(=O)c2ccc(N(C)C)cc2)c1 (stereo not given)
 : -12.3	-9.5	0.3
49	CN(Cc1ccccc1N1CCCCC1)C(C(N)=O)c1ccc(F)cc1 (stereo not given)
 : ·	-10.6	8.4
50	CCC(C)C(=O)Nc1nc2c(s1)C(=O)CC(C)(C)C2 (stereo not given)
 : ·	-9.2	1.4
51	Cc1csc(CNC(=O)c2sc3ncnc(N4CCCCCCC4)c3c2C)n1
 : -9.3	-6.1	34.5
52	COc1ccc2c(c1)SC(C)C(=O)N2Cc1ccc2oc3ccccc3c2c1 (stereo not given)
 : ·	-0.1	5.3
53	COC(=O)[C@@H]1C[C@H](NC(=O)c2cc3ccccc3n2C)CN1C
 : ·	-3.1	0.1
54	CC(C)c1cc(C(=O)N2C[C@@H]3[C@H](C2)[C@H]2CC[C@@H]3O2)nc2ncnn12
 : ·	-7.6	-1.1
55	CCN(CC)C(=O)Oc1ccc2c(ccn2Cc2cccc(C#N)c2)c1-c1cc(C)cc(C)c1
 : -8.4	-8.8	32.6
56	CCOCCCN(CC(=O)c1c(C)c(C(=O)OCC)n(CC)c1C)C(=O)c1cccc(Br)c1
 : -5.2	-4.3	15.5
57	CCOC(=O)c1cc(-c2ccc(N3CCN(C(=O)c4cccnc4SCC)CC3)cc2)n(-c2ccccn2)n1
 : -8.7	-7.2	20.8
58	Cc1ccc(-n2nnnc2CNS(=O)(=O)N(C)C)cc1C
 : -6.5	-0.5	-3.2
59	Cn1ccsc1=NC(=O)CCc1ccc(-c2ccccc2)[nH]1
 : ·	-1.3	4.6
60	CN(c1ccccc1Oc1ccccc1)S(=O)(=O)c1cnc[nH]1
 : ·	-6.5	10.7

Next section:
Values in the order: mcGAS inh	hcGAS lum	NPYLR7 ag
61	CCOC(=O)c1ccccc1NC(=O)CSc1nnc(C)c2cnn(-c3ccc(F)cc3)c12
 : -3.1	-2.9	-12.5
62	O=C1C[C@H]2CC[C@@H](CN1)N2C(=O)Cc1ccc(O)c(F)c1
 : -11.6	-10.6	5.0
63	O=C(C(c1ccccc1)C1CCCCC1)N1CCC(c2ccc(F)cc2)CC1 (stereo not given)
 : ·	-3.4	-2.9
64	O=C(CC1Cn2ncc(-c3ccccc3)c2NC1=O)NC1CCCCC1 (stereo not given)
 : ·	-1.7	-6.5
65	O=C(CN1CCCc2sccc2C1=O)Nc1ccc2nc(C3CC3)oc2c1
 : ·	-5.1	0.1
66	O=C(CSc1ccc2nnc(-c3ccccn3)n2n1)N1CCCC1
 : -5.0	-4.5	-0.7
67	CC(C(=O)O)N1C(=O)/C(=C/c2ccccc2)SC1=S (stereo not given)
 : -2.7	-0.5	-4.8
68	O=C(/C=C/c1cn(S(=O)(=O)c2ccc(Cl)s2)c2ccccc12)N1CCC2(CC1)OCCO2
 : -3.5	-1.4	2.6
69	COc1ccc(C(=O)N2C(C(=O)NCC3CCCO3)COC23CCN(C(=O)c2ccccc2F)CC3)cc1 (stereo not given)
 : -4.0	-2.0	2.3
70	O=C(CNc1ccc(F)cc1OCCO)Nc1cc(Cl)ccc1F
 : ·	-4.9	6.4
71	CCSCCNC(=O)c1c(C)noc1-c1ccccc1OC
 : -6.5	-8.4	3.4
72	CN(C)CCC(=O)NC1(C)CS(=O)(=O)CC1S(=O)(=O)O (stereo not given)
 : ·	-0.2	-1.6
73	O=C(Nc1nn[nH]n1)C1CC1c1ccc(OCc2ccccc2)cc1 (stereo not given)
 : -14.1	-5.9	5.2
74	CC1(C)COC(c2ccccc2Cl)CN1Cn1nc(-c2ccc(F)cc2)oc1=O (stereo not given)
 : -9.8	-4.0	-1.6
75	COc1cccnc1N(C)S(=O)(=O)c1cccc2ncccc12
 : ·	-5.4	0.3
76	Cc1ccc(CNC(=O)c2c(C)noc2-c2ccncc2)o1
 : -2.7	-1.0	-5.3
77	O=c1cc(-c2cccs2)[nH]c(=S)[nH]1
 : ·	15.8	-5.2
78	CC(C)CN(C1CCS(=O)(=O)C1)S(=O)(=O)c1cn(C)c(=O)n(C)c1=O (stereo not given)
 : ·	-7.8	2.4
79	COc1cc(C=C2C(=O)NC(=S)NC2=O)ccc1OCC(=O)O
 : -3.2	-2.2	-15.3
80	O=C1COCc2ccc(-c3ccoc3)cc2N1CCN1CCOCC1
 : ·	-4.1	10.4
81	O=C(NCC1Cc2cc(F)ccc2O1)c1cccc([N+](=O)[O-])c1 (stereo not given)
 : ·	-3.8	16.7
82	CC(=O)c1cccc(NC(=O)N2CCc3ccccc3C2c2ccccc2Cl)c1 (stereo not given)
 : -8.7	-12.0	-3.5
83	Cc1cc(O)c(C(Cc2ccccc2)c2c(O)cc(C)[nH]c2=O)c(=O)[nH]1
 : -7.5	-4.7	2.8
84	COC(=O)c1ccc(COC(CN2CCN(C(=O)c3ccccn3)CC2)c2cccc(OC)c2)cc1 (stereo not given)
 : 0.7	-2.6	-7.8
85	CCCCCCCCCc1c(O)nc(SCCN(C)C)[nH]c1=O
 : ·	-8.6	6.2
86	Cc1cc(Br)c2c(c1N)C(=O)c1ccccc1C2=O
 : ·	-13.3	-0.2
87	CC1(C)CNC(=O)c2nc(-c3ncc[nH]3)[nH]c2C1
 : -10.0	-1.3	-4.8
88	O=C(NCCC(=O)N1CCCC1C1CCCCC1=O)OCC(F)(F)F (stereo not given)
 : -16.5	-5.4	-2.0
89	Cn1nnnc1SCC(=O)Nc1ccc(S(N)(=O)=O)cc1
 : ·	-5.1	8.1
90	Cc1cc(C)c(OCC(O)CNC(C)(C)CC(C)(C)C)c(C)c1 (stereo not given)
 : ·	-6.7	-14.4

Rewritten field by field: 3 of the compounds above
#87 CC1(C)CNC(=O)c2nc(-c3ncc[nH]3)[nH]c2C1
  mcGAS inh: -10.0
  hcGAS lum: -1.3
  NPYLR7 ag: -4.8
#88 O=C(NCCC(=O)N1CCCC1C1CCCCC1=O)OCC(F)(F)F (stereo not given)
  mcGAS inh: -16.5
  hcGAS lum: -5.4
  NPYLR7 ag: -2.0
#89 Cn1nnnc1SCC(=O)Nc1ccc(S(N)(=O)=O)cc1
  mcGAS inh: ·
  hcGAS lum: -5.1
  NPYLR7 ag: 8.1

In a second layout: 4 of the compounds above.
| No. | Structure | mcGAS inh | hcGAS lum | NPYLR7 ag |
| --- | --- | --- | --- | --- |
| 76 | Cc1ccc(CNC(=O)c2c(C)noc2-c2ccncc2)o1 | -2.7 | -1.0 | -5.3 |
| 61 | CCOC(=O)c1ccccc1NC(=O)CSc1nnc(C)c2cnn(-c3ccc(F)cc3)c12 | -3.1 | -2.9 | -12.5 |
| 41 | CCCNC(=O)CN(CCC)C(=O)Cn1cnc2c(oc3ccccc32)c1=O | · | -6.7 | 0.5 |
| 34 | C=CCN(Cc1csc(COc2c(OC)cccc2OC)n1)C(=O)Cc1ccccc1 | -4.2 | -3.9 | · |

More compounds.
Values in the order: mcGAS inh	hcGAS lum	NPYLR7 ag
91	Cc1ccc(C)c(OCC(O)CN2C(=O)C3CN(C(N)=O)CCN3C2=O)c1C (stereo not given)
 : ·	-5.9	12.3
92	Cc1ccc(C(=O)NNC(=O)c2ccoc2C)s1
 : ·	-2.3	0.4
93	C=CCNC(=O)c1c(NC(=O)c2cc(OC)c(OC)c(OC)c2)sc2c1CCCC2
 : -1.8	0.9	0.8
94	N#Cc1c(N2CCCC2)nn2cc(C(=O)c3ccccc3O)cnc12
 : ·	5.0	13.4

Compound activity from PubChem.
